PglD DTNB – blocks C. jejuni PglD acetyltransferase activity. purified PglD enzyme, DTNB colorimetric CoA detection. inhibition, % at 12.5 µM. hit rate 0.098% among 360,000; in the data active = inhibition above about 16%, passing the limit was not always enough; also: strong numbers were not always called active
C2C12 statin – suppression of simvastatin myotoxicity. C2C12 myotubes + simvastatin, ATP luminescence, 48 h; scaled: DMSO 0, geranylgeraniol control 100. rescue of ATP level, % at 7.49 µM. hit rate 0.78% among 330,000;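 active = mean ATP rescue above about 67%, or every replicate alone reaching that limit, limit read from the data, passing the limit was not always enough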;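 also: myotubes were challenged with 10 µM simvastatin during compound exposure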
* marks the source's active call; other numbers are inactive results. Not all compounds are listed (hit frequency here may not be typical).

SMILES	PglD DTNB	C2C12 statin
C/C(=C\C(=O)c1ccc(C)cc1)NCc1ccc(F)cc1	-4	-93
O=C(Nc1ccc2oc(-c3ccccc3F)nc2c1)c1ncn[nH]1	-3	8
Cn1cc(C(=O)c2ccc(F)cc2)cc1-c1nc2ccccc2n1C	-9	1
O=C(O)c1cc2nc3c(c(C(F)(F)F)n2n1)CCc1ccccc1-3	-5	0
Cc1c(O)ccc(-c2[nH]ncc2-c2nc3ccccc3s2)c1O	0	-12
CC(NCc1cccn1C)c1ccccc1 (stereo unspecified)	1	-1
O=C(Nc1cccc(C(=O)O)c1)/C(=C\c1ccccc1)NC(=O)c1ccccc1Cl	2	11
CCOC(=O)N1CCN(Cc2nc(N)nc(Nc3ccccc3C)n2)CC1	-4	19
Cc1nnc(NC(=O)CSc2nnnn2Cc2ccccc2)s1	-2	18
CCCCc1cc(=O)oc2cc(OCc3cc(OC)c(OC)c(OC)c3)c(Cl)cc12	-5	24
CCN(CCNC(=O)C1CCCN(Cc2nc(-c3ccc(OC)cc3)oc2C)C1)c1ccccc1 (stereo unspecified)	-4	-24
COc1ccc([C@H]2[C@H](C(=O)C(C)(C)C)N3N=Cc4ccccc4C3[C@]23N=C(c2ccccc2)OC3=O)cc1 (stereo partly specified)	2	-3
CCOc1cc(C2/C(=C(/O)c3ccc(OC(C)C)cc3)C(=O)C(=O)N2CCCOC)ccc1O (stereo unspecified)	-6	23
CN(C)S(=O)(=O)c1cccc(C(=O)OCC(=O)Nc2sccc2C(N)=O)c1	0	12
COc1ccc(N2CCN(Cc3nc4c(c(=O)[nH]c(=O)n4C)n3CCCc3ccccc3)CC2)cc1	-2	-9
CC(c1ccccc1)n1cc(C(=O)NCCCn2ccnc2)nn1 (stereo unspecified)	0	1
CC1CCCN(C(=O)c2ccc(COc3ccccc3Br)cc2)C1 (stereo unspecified)	-5	-24
COc1cccc(-c2nc(CS(=O)(=O)CC(=O)NCCCOC(C)C)c(C)o2)c1	1	-4
O=C1C=C(c2ccc(Cl)cc2)OC2(CCCC2)O1	-4	22
O=C(Cn1cncn1)N/N=C/c1c2ccccc2cc2ccccc12	-4	-7
CCN(CC)CCCN1C(=O)C(O)=C(C(=O)c2ccco2)C1c1ccc(OC(C)C)cc1 (stereo unspecified)	-1	-10
COc1ccc(C(=O)N/N=C/c2ccc3cccc(OCc4ccccc4)c3n2)cc1	-3	2
CCOC(=O)c1[nH]c2ccc(Br)cc2c1NC(=O)CCN1CCN(C(=O)OCC)CC1	-4	104*
COC(=O)COc1ccc(S(=O)(=O)Nc2ccc(NC(C)=O)cc2)cc1	-7	5
Cc1ccc(NC(=O)C2CC(c3ccc(F)cc3)=NO2)cc1 (stereo unspecified)	3	6
Cc1c(O)c(CN2CCCC2)cc2c1oc(=O)c1ccccc12	2	-3
CC(C)CCn1c(SCC(=O)OCn2nnc3ccccc3c2=O)nc2ccccc2c1=O	1	-7
COc1ccc(-n2nnnc2SCc2nc3ccccc3s2)cc1	0	7
COc1ccccc1NC(=O)Nc1c(C)n(C)n(-c2ccccc2)c1=O	2	6
CCCCn1c(SCC(=O)Nc2cc(C)on2)nnc1-c1ccco1	1	-12
CCOc1ccc(C2/C(=C(\O)c3ccc(OC)c(OC)c3)C(=O)C(=O)N2c2cc(C)on2)cc1OC (stereo unspecified)	-4	6
COc1ccc(S(=O)(=O)Nc2ccc(NC(C)=O)cc2)cc1	4	-16
COc1ccc(-c2nc(C#N)c(NCCCN(C)C)o2)cc1OC	-1	16
CC1(C)C(=O)OC(c2ccco2)C(C)(C)C1=O (stereo unspecified)	-1	-4
Cc1cc(NC(=O)c2ccc(NC(=O)C(C)C)cc2)no1	-1	-13
O=C(C1CC=CCC1)N1CCN(C(=O)C2CC=CCC2)CC1 (stereo unspecified)	-2	11
CCOC(=O)N1CCC(NC(=O)Cn2ncc3ccccc32)CC1	6	-1
CCCCOc1ccc(-c2nnn(CC(=O)NCCc3c[nH]c4ccccc34)n2)cc1	-3	61
N#CC1=C(N)OC2=C(C(=O)CCC2)C1c1ccsc1 (stereo unspecified)	3	6
NC(=O)c1ccc(C2SCC(=O)N2Cc2ccccc2)cc1 (stereo unspecified)	-1	11
Cc1csc(OCC(=O)Nc2ccc(C)c(C)c2)n1	1	0
COC(=O)c1ccccc1N(Cc1ccccc1)S(C)(=O)=O	-3	0
COc1ccc(N2C(=O)C(Cl)=C(Nc3ccccc3O)C2=O)cc1	3	11
CCOC(=O)CSc1nnc(CNC(=O)c2ccc(OC)cc2)n1Cc1ccccc1	0	8
CC(C)Oc1ccc(C(=O)O)c(C(=O)O)c1	-2	-35
O=C1N=C(N2CCCC2)S/C1=C\c1ccccc1	4	9
CC(C)C(=O)N1CCC(CN=Cc2c(O)n(C3CCCCC3)c(=O)n(C3CCCCC3)c2=O)CC1	-2	28
CCCCC(=O)Nc1sc(C(=O)N(CC)CC)c(C)c1C(=O)OC	-3	-2
CCn1c(SCC(=O)c2ccc3ccccc3c2)nnc1-c1ccco1	-2	11
CC(C(=O)OCC(=O)Nc1ccc(S(=O)(=O)N2CCCCC2)cc1)N1C(=O)c2ccccc2C1=O (stereo unspecified)	3	15

The last five records of the part above lead into the next:
SMILES	PglD DTNB	C2C12 statin
O=C1N=C(N2CCCC2)S/C1=C\c1ccccc1	4	9
CC(C)C(=O)N1CCC(CN=Cc2c(O)n(C3CCCCC3)c(=O)n(C3CCCCC3)c2=O)CC1	-2	28
CCCCC(=O)Nc1sc(C(=O)N(CC)CC)c(C)c1C(=O)OC	-3	-2
CCn1c(SCC(=O)c2ccc3ccccc3c2)nnc1-c1ccco1	-2	11
CC(C(=O)OCC(=O)Nc1ccc(S(=O)(=O)N2CCCCC2)cc1)N1C(=O)c2ccccc2C1=O (stereo unspecified)	3	15
CCSC1(SCC)N=C(N)C2(C#N)C(c3ccccc3)NC3=C(CCC3)C12C#N (stereo unspecified)	-9	32
CC(C)(C)NC(=O)C1CCN(S(=O)(=O)c2ccc(Br)cc2)CC1	2	-10
COc1cc(C(=O)N2CCCc3ccccc32)cc(OC)c1OC	1	-33
O=C(CSc1nc2ccccc2[nH]1)NCCN1CCCCC1	4	-1
CCCNC(=O)CN(C)C(=O)c1n[nH]c2ccccc12	1	1
CCCCS(=O)CC(O)COCC (stereo unspecified)	10	5
O=C(N/N=C/c1ccco1)c1ccc(Br)o1	4	-8
O=C(COc1cccnc1[N+](=O)[O-])Nc1cccc2ccccc12	10	3
Cc1ccc(C(O)CN2C3=NCCN3c3ccccc32)cc1 (stereo unspecified)	-3	121*
O=C(Nc1cccnc1)c1cc(F)cc(F)c1	5	14
CCn1cc(S(=O)(=O)CC(=O)Nc2ccc3c(c2)OCCO3)c2ccccc21	-5	4
COC(=O)CSc1nnc([C@H](Cc2ccccc2)NC(=O)OC(C)(C)C)o1	0	2
CC1(C)CC(=O)C=C(Nc2ccc(F)cc2F)C1	-1	-1
Cc1c(Cl)c([N+](=O)[O-])nn1CC(=O)N1CCc2ccccc2C1	-3	0
COC(=O)Nc1nc(C)c(C(=O)N(C)C)s1	-1	2
Cc1c(C(=O)N2CCOCC2)[nH]c2ccc(OCc3ccccc3)cc12	0	-14
O=C(CCN1C(=O)c2cccc3cccc(c23)C1=O)N1CCN(Cc2ccc3c(c2)OCO3)CC1	0	-2
O=C(c1cc2c(s1)CCC2)N1C(=O)c2ccccc2S1(=O)=O	1	-4
CC1(C)Cc2c(sc3c2c(=N)n(Cc2ccco2)c(=O)n3CC(=O)Nc2ccccc2)CO1	0	-1
O=c1oc(Nc2cccc(F)c2)nc2ccccc12	0	-5
CCn1c2ccccc2c2cc(C3C(C#N)=C(C)NC(C)=C3C#N)ccc21	5	-8
CCc1nn(CC(=O)N2CCN(Cc3ccc4c(c3)OCO4)CC2)c(=O)c2cc3occc3n12	2	6
CC(C)(C)c1nc2c(C#N)c(-c3ccc(Cl)cc3)ccn2n1	3	-47
COc1ccc(CC(=O)Nc2ccc(-c3csc(C)n3)cc2)cc1	13	-5
O=C(O)CCN1C(=O)/C(=C/c2ccc(-c3nc4ccccc4s3)o2)SC1=S	4	6
CC(=O)Nc1cccc(NC(=O)CSc2ccc(C(F)(F)F)cc2[N+](=O)[O-])c1	1	3
Cn1c(Cc2ccccc2)nnc1SCC(=O)N1CCN(c2ccccc2)CC1	4	-6
CN(C)S(=O)(=O)c1ccc(NCC2COc3ccccc3O2)c([N+](=O)[O-])c1 (stereo unspecified)	-18	-5
CN(CC(=O)NCCc1ccccc1)S(=O)(=O)c1cnc[nH]1	0	7
COc1ccc(C)cc1NC(=O)CN1CCN(c2ccc(F)cc2)CC1	-3	-3
O=C(CN1CCCC1)Nc1ccc(NC(=O)Nc2ccccc2Cl)cc1	0	-36
Clc1ccc(-c2nnn(Cc3nc4ccccc4s3)n2)cc1	-1	0
CC(CC(=O)Nc1nncs1)c1ccccc1 (stereo unspecified)	-2	-7
O=C(NC(=S)N1CCN(c2c(Cl)cccc2[N+](=O)[O-])CC1)c1cccs1	-4	-16
Cc1cc(C)nc(SCCc2ccncc2)n1	-1	7
N#CC(C(=O)Nc1ccccc1)=C1CCCCC1	-6	25
COCCSc1nnc(NC(=O)Cc2ccccc2OC)s1	-3	8
CC1C/C(=C/c2cccn2C)C(=O)/C(=C/c2cccn2C)C1 (stereo unspecified)	-7	6
NC(=O)CSc1nc(O)cc(=O)n1-c1ccccc1	-6	-2
CCOC(=O)CSc1cc(CS(=O)(=O)c2ccccc2)nc(-c2ccccc2)n1	-6	-2
Cc1ccc(SCC(=O)N2CCCC2)cc1	-7	7
Cc1cc(SCC(=O)N2CCCC2)nc2ccccc12	-1	0
CCC(C)[C@H](NC(=O)Nc1cccc(Cl)c1)C(=O)O (stereo partly specified)	6	0
CC(C)CCn1c(SCC#N)nc2c(sc3ccccc32)c1=O	6	-23
CC(NC(=O)c1ccc([N+](=O)[O-])o1)C1CC2CCC1C2 (stereo unspecified)	-5	14
CCN(CC)c1ccc2cc(C(=O)Nc3ccccn3)c(=O)oc2c1	-3	8
CC(c1ccccc1)C1C(C#N)=C(N)OC2=C1C(=O)CCC2 (stereo unspecified)	1	4
Cc1nn(Cc2ccc(Cl)c(Cl)c2)c(C)c1NC(=O)c1cc(-c2ccco2)on1	4	8
O=C(CSc1nnc(CCCO)n1-c1ccccc1)NCCc1ccccc1	0	13
O=P(O)(CCc1ccccn1)CN1CCOCC1	5	-28

Part of the list above in order of length of the SMILES, rising:
SMILES	PglD DTNB	C2C12 statin
Cc1cc(C)nc(SCCc2ccncc2)n1	-1	7
CC(CC(=O)Nc1nncs1)c1ccccc1 (stereo unspecified)	-2	-7
O=P(O)(CCc1ccccn1)CN1CCOCC1	5	-28
N#CC(C(=O)Nc1ccccc1)=C1CCCCC1	-6	25
COCCSc1nnc(NC(=O)Cc2ccccc2OC)s1	-3	8
NC(=O)CSc1nc(O)cc(=O)n1-c1ccccc1	-6	-2
Clc1ccc(-c2nnn(Cc3nc4ccccc4s3)n2)cc1	-1	0
CC(C)CCn1c(SCC#N)nc2c(sc3ccccc32)c1=O	6	-23
CCC(C)[C@H](NC(=O)Nc1cccc(Cl)c1)C(=O)O (stereo partly specified)	6	0
CC(c1ccccc1)C1C(C#N)=C(N)OC2=C1C(=O)CCC2 (stereo unspecified)	1	4
COc1ccc(C)cc1NC(=O)CN1CCN(c2ccc(F)cc2)CC1	-3	-3
CC(NC(=O)c1ccc([N+](=O)[O-])o1)C1CC2CCC1C2 (stereo unspecified)	-5	14
CCOC(=O)CSc1cc(CS(=O)(=O)c2ccccc2)nc(-c2ccccc2)n1	-6	-2
O=C(NC(=S)N1CCN(c2c(Cl)cccc2[N+](=O)[O-])CC1)c1cccs1	-4	-16
Cc1nn(Cc2ccc(Cl)c(Cl)c2)c(C)c1NC(=O)c1cc(-c2ccco2)on1	4	8
CN(C)S(=O)(=O)c1ccc(NCC2COc3ccccc3O2)c([N+](=O)[O-])c1 (stereo unspecified)	-18	-5

(next part)
SMILES	PglD DTNB	C2C12 statin
O=C(CSc1nc2c(c(=O)n1-c1ccc(F)cc1)SCC2)NCC1CCCO1 (stereo unspecified)	8	5
CCCn1c(CNC(=O)c2ccccc2)nc2ccccc21	0	18
COc1ccc(C(=S)N2CCCC2)cc1OC	1	5
c1csc(C2C3=C(Nc4ncnn42)c2ccccc2OC3)c1 (stereo unspecified)	-7	-3
Cc1cc(C)nc(SCc2ccccc2C#N)n1	7	28
Nc1ccc(CCc2nc3ccccc3o2)cc1	4	57
c1ccc(Cn2nnc3c(N4CCCC4)ncnc32)cc1	2	-9
COc1ccccc1NC(=O)CN1C(=O)NC(CC(C)C)C1=O (stereo unspecified)	0	3
Cc1nc(SCC(=O)NCCc2ccccc2)n[nH]1	2	-9
CCOC(=O)c1c(C)[nH]c(C(=O)CSc2nc(C)cc(C)n2)c1C	-6	-2
CCCc1cc(=O)[nH]c(SCC(=O)c2cc(C)n(CCOC)c2C)n1	5	0
CCN(CC)C(=O)C1CCN(Cc2ccc(Br)cc2)CC1	1	3
COc1ccc(OC)c(CN(CCCN2CCOCC2)C(=O)Nc2ccccc2)c1	4	16
C(=C\c1ccccc1)/C=N/Nc1nc2ccccc2s1	-7	4
COc1ccccc1CNC(=O)/C=C/c1cc2c(cc1Br)OCO2	-1	-4
CCOC(=O)N1CCC(C(N)=O)CC1	3	-8
COc1ccccc1CNC(=O)CCS(=O)(=O)c1cccc2nonc12	0	-14
O=C(COc1ccccc1)Nc1nc(-c2ccc(S(=O)(=O)N3CCOCC3)cc2)cs1	-1	-4
CC(C)(C)c1csc(SCC(=O)Nc2ccc(Cl)cn2)n1	1	13
Cc1ccc2[nH]c(CCN(C)C)c(CC#N)c2c1	0	1
O=C(Cn1cccc1C(=O)c1ccccc1)NCCN1CCCCCC1	4	6
